Screening results deposited in PubChem by several laboratories.
M1AAP inhibition: P. falciparum M1AAP inhibitors, biochemical, fluorogenic H-Leu-NHMec substrate, 1536-well (AID 1445); inhibition, % at 30 µM; hits with a dose series show IC50 in µM; 220,000 tested, 0.42% active; recombinant M1AAP, H-Leu-NHMec fluorogenic kinetic assay; higher % means a stronger effect;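 active = primary inhibition above the hit cutoff, then over 50% inhibition at one or more dose response concentrations, cut at about 23% in these data, passing the limit was not always enough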;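 note: plate controls were DMSO full reaction for no effect and no enzyme background for full effect; strong numbers were not always called active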
MT stabilize HCS: microtubule stabilization, imaging screen; HeLa tubulin immunostaining HCS, 24 h; share of cells brighter than vehicle mean+2SD; % tubulin-high responders, % at 10 µM; 200,000 tested, 0.83% active; AID 2205;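 active = plate Z-score above 3 for both tubulin-high and condensed-nucleus cell shares, with cell loss under 80%, at 10 µM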;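 note: anti alpha tubulin signal scored within the nucleus-defined area of each cell; some results filed as inactive read as strong as hits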
Insulin prom up: MIN6 insulin promoter up-regulation | MIN6 insulin promoter-GFP reporter, high-content imaging; stronger effect = higher value | z-score at 5 µM | 190,000 tested, 0.3% active | AID 1625;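 active = z-score above 3 at 5 µM with at least 500 cells counted in the well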
bCat nuc transl: modulators of beta-catenin nuclear translocation | HeLa beta-catenin nuclear translocation, immunofluorescence imaging | nuclear translocation activity, % at 5 µM | 190,000 tested, 0.3% active;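 active = nuclear translocation activity above 50% at 5 µM, with a well cell count of 50 or more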;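 note: per-cell ratio of nuclear to cytoplasmic median beta-catenin stain intensity; plate controls were DMSO negative control for no effect and GSK-3 inhibitor IX positive control for full effect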
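Test system: human HeLa cells, native beta-catenin. Compound dosing: 5 µM primary single dose, 0.1% DMSO, 0.02–20 µM confirmation series. Incubation: compound exposure 24 h at 37°C. Detection: beta-catenin immunostaining with DAPI counterstain, 20x imaging, 6 fields/well. Read-out basis: Nuclear/cytoplasmic beta-catenin signal ratio, % activation.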
M17LAP inhibition: P. falciparum M17LAP inhibitors, primary screen, biochemical, fluorogenic H-Leu-NHMec substrate, 1536-well (AID 1619) | recombinant M17LAP, H-Leu-NHMec fluorogenic kinetic assay; higher % means a stronger effect | one-dose inhibition, % at 30 µM; IC50 in µM for titrated hits | 220,000 tested, 0.38% active;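 active = compound inhibiting the enzyme by more than half at any dose during confirmatory dose-response retesting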;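 note: plate controls were full reaction with DMSO carrier for no effect and no enzyme background for full effect; strong numbers were not always called active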
UTI89 phage lysis: protection from phage-mediated lysis, alamar blue read-out – E. coli UTI89, K1F phage, bacterial capsule biogenesis inhibitors (AID 488966); E. coli UTI89 K1F phage lysis, alamar blue, 2 h; higher % means a stronger effect; one-dose inhibition, % at 100 µM; IC50 in µM for titrated hits; 340,000 tested, 0.02% active;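 active = phage lysis inhibition, versus mean bacterial control, above a set limit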;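 note: capsule biogenesis inhibitors block K1F phage lysis so surviving cells raise fluorescence; higher fluorescence means more inhibition of phage lysis; actives were called in the ten point dose series up to 300 µM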
CSM14.1 death rescue: protection against thapsigargin-triggered cell killing – 384-well, CSM14.1, ATP luminescence, primary screen (AID 1222); CSM14.1 thapsigargin-induced death rescue, ATP luminescence; higher % means a stronger effect; cellular ATP content (survival), % at 20 µM, or EC50 in µM where a hit was titrated; 190,000 tested, under 10 active;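 active = EC50 below 50 µM in the dose-response confirmation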;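 note: death triggered by thapsigargin at about 15 µM added after 2 h compound pretreatment; cell ATP read after overnight thapsigargin exposure of roughly 18 to 22 hours; normalized against plate controls of thapsigargin alone and 5% DMSO vehicle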
Autophagy mod: autophagy modulation, high-content screen; AID 463193; 190,000 tested, 0.98% active; calls only at 10 µM (by protocol); MEF GFP-LC3 puncta imaging; test concentration mostly 10 µM;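 active = percentage of spot-positive cells more than 3 SD above its plate mean, without a fluorescence outlier flag or 80% toxicity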;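 note: spot-positive cell cutoff set from DMSO-treated cells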
Dynein cargo inh: dynein cargo transport inhibition | 3617.4 mouse cells, GR-EGFP nuclear translocation imaging; test concentration mostly 20 µM; stimulated with dexamethasone, 1 µM; stronger effect = lower value | z-score, hits read low | 220,000 tested, 0.47% active;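 active = plate z-score of nuclear minus cytoplasmic receptor signal below a set negative limit, without overly bright fluorescence or cell loss, cut at about -3.5 in these data, passing the limit was not always enough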;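 note: z-score of nuclear minus cytoplasmic ring GR-EGFP intensity difference per well; some compounds called inactive have numbers as strong as hits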
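Buffer or medium: tet-free, stripped-serum medium; Also added: dexamethasone, 1.0 µM final; Technique: high-content fluorescence imaging after fixation; Times: 48 h induction, 1 h compound, 30 min dex at 37 °C; Read-out: per-cell GR-EGFP intensity, nucleus versus surrounding cytoplasmic ring, well-averaged.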
Dynein cargo inh cytoplasmic EGFP: further read-out of Dynein cargo inh, marked with its call; z-score; measured here: cytoplasmic GR-EGFP intensity; stronger effect = higher value
Dynein cargo inh nuclear GR-EGFP: also measured in Dynein cargo inh; calls as there; z-score; measured here: nuclear GR-EGFP intensity;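 lower value marks the stronger effect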
Dynein cargo inh cell count: recorded beside Dynein cargo inh, whose call it bears; z-score; measured here: cell count per field
Insulin prom up cell count: further read-out of Insulin prom up, marked with its call; cell count; measured here: cytotoxicity, nuclei count;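 total cells summed across four imaged fields per well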
bCat nuc transl cell count 5 µM: second read-out of bCat nuc transl, no call of its own (marks repeat the call); cell count; measured here: cell count, cytotoxicity flag
MT stabilize HCS Hoechst-high %: recorded beside MT stabilize HCS, whose call it bears; % Hoechst-high responders; measured here: nuclear condensation Hoechst responders;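 share of cells brighter than vehicle mean plus two SD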
MT stabilize HCS cytotoxicity %: further read-out of MT stabilize HCS, marked with its call; toxicity, %; measured here: cytotoxicity by cell density;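 0% = mean cell density of plate MIN control wells and 100% = no cells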
Autophagy mod cell loss 18 h: also measured in Autophagy mod; calls as there; toxicity, %; measured here: cell loss, nuclei count;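 cell loss after 18 h compound exposure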
An asterisk follows results filed as active; i = inactive; x = no result given; [ ] = dose if it differs, or a comment.

SMILES	M1AAP inhibition	MT stabilize HCS	MT stabilize HCS Hoechst-high %	MT stabilize HCS cytotoxicity %	Insulin prom up	Insulin prom up cell count	bCat nuc transl	bCat nuc transl cell count 5 µM	M17LAP inhibition	UTI89 phage lysis	CSM14.1 death rescue	Autophagy mod	Autophagy mod cell loss 18 h	Dynein cargo inh	Dynein cargo inh cytoplasmic EGFP	Dynein cargo inh nuclear GR-EGFP	Dynein cargo inh cell count
CC1CCc2c(sc3c2C2=NS(=O)(=O)CCN2C=N3)C1 (stereo unspecified)	-4.0%	5.9	2.6	23.6	-0.45	1398	x	x	-3.1%	0.9%	x	i	1.8	3.58	0.0109	3.24	-3.19
NC(=O)Cn1nc(C(F)(F)F)c2c1CCCC2	10.1%	1.5	1.9	6.7	0.11	1598	-2.6	1028	-8.0%	1.0%	0.0%	i	-5.6	-1.16	-0.257	-0.616	0.466
COc1cc(C(=O)Nc2ccccc2-c2nnn(CC(N)=O)n2)cc(OC)c1OC	6.2%	2.5	1.6	5.5	x	x	0.3	1228	-3.2%	4.5%	-1.8%	i	-4.0	0.942	-0.236	0.669	-0.0606
CCCCn1c(SCC(N)=O)nnc1-c1ccco1	-1.2%	2.3	2.4	7.5	0.82	1431	-8.6	1014	-5.0%	-0.8%	-0.8%	i	-18.5	-0.936	0.141	-0.273	1.02
O=[N+]([O-])/C(C(=C(Cl)Cl)N1CCN(Cc2ccccc2)CC1)=C1\NCCN1Cc1ccc(Cl)nc1	3.7%	3.7	4.7	7.3	-0.3	1233	-0.3	1106	2.4%	-0.8%	-0.4%	i	2.7	1.17	-0.18	0.635	-1.26
Cc1nnc(SCC(=O)Nc2sc3c(c2C(=O)c2ccccc2)CCCC3)s1	2.5%	1.3	1.8	9.7	-1.11	1255	-1.3	1155	-4.1%	0.6%[50 µM]	3.0%	i	9.9	0.0979	-0.226	0.513	-0.55
COc1cc(-c2nn3c(Cc4ccccc4)nnc3s2)cc(OC)c1OC	-0.1%	3.9	0.9	2.5	-0.72	1817	-3.1	1093	10.2%	-1.3%	-1.6%	i	-5.1	-0.0705	0.739	0.465	1.82
CCCC(O)(CCC)C(=O)NNc1ccc(C)cc1	-2.2%	x	x	x	-0.05	1018	-0.9	1340	-9.2%	0.5%	x	x	x	1.32	-0.271	0.676	-0.58
O=C(CCCCCNC(=O)c1ccccc1)N/N=C/c1ccccc1	7.4%	2.0	3.7	9.1	0.35	1359	3.1	1042	7.3%	-0.1%	-0.9%	i	-7.6	-0.462	-0.299	-0.529	1.12
O=C(NCc1ccccc1)N[C@@H](Cc1ccccc1)C(=O)O	-1.8%	2.8	1.0	21.7	0.44	1227	0.2	1082	27.9%	4.0%	x	i	1.8	0.372	-0.252	0.181	-0.768

An excerpt from above in order of their number in Dynein cargo inh nuclear GR-EGFP, ascending.
SMILES | Dynein cargo inh nuclear GR-EGFP
NC(=O)Cn1nc(C(F)(F)F)c2c1CCCC2 | -0.616
O=C(NCc1ccccc1)N[C@@H](Cc1ccccc1)C(=O)O | 0.181
COc1cc(-c2nn3c(Cc4ccccc4)nnc3s2)cc(OC)c1OC | 0.465
O=[N+]([O-])/C(C(=C(Cl)Cl)N1CCN(Cc2ccccc2)CC1)=C1\NCCN1Cc1ccc(Cl)nc1 | 0.635
CCCC(O)(CCC)C(=O)NNc1ccc(C)cc1 | 0.676

Following part:
SMILES	M1AAP inhibition	MT stabilize HCS	MT stabilize HCS Hoechst-high %	MT stabilize HCS cytotoxicity %	Insulin prom up	Insulin prom up cell count	bCat nuc transl	bCat nuc transl cell count 5 µM	M17LAP inhibition	UTI89 phage lysis	CSM14.1 death rescue	Autophagy mod	Autophagy mod cell loss 18 h	Dynein cargo inh	Dynein cargo inh cytoplasmic EGFP	Dynein cargo inh nuclear GR-EGFP	Dynein cargo inh cell count
COc1ccc(Oc2nnc(C)c3ccccc23)cc1	3.4%	1.9	1.7	7.9	x	x	-5.8	1170	5.6%	7.1%	-4.5%	i	0.1	1.05	-0.24	0.366	-0.265
COC(=O)/C=C1\C(=O)N(c2nc3ccc(OC)cc3s2)C(=S)N1c1ccc(F)cc1	0.2%	2.5	1.1	7.4	0.58	1908	-1.0	1061	11.8%	x	-1.0%	i	-25.1	-0.968	0.142	-0.611	0.965
Nc1cccc(NP(=O)(c2ccccc2)c2ccccc2)c1	8.5%	x	x	x	-0.05	1197	0.0	1300	-4.2%	1.5%	x	x	x	-0.0714	-0.151	0.347	0.111
CCNC(=O)CC1C(=O)N(c2ccc(C)cc2)C(=O)N1CCc1sccc1C (stereo unspecified)	2.6%	1.6	1.5	6.3	x	x	0.0	1542	3.1%	0.1%	-2.0%	i	-7.2	-0.733	-0.352	-0.414	0.842
O=C(CN1CCN(c2ccc(C(F)(F)F)cn2)CC1)NCc1ccc2c(c1)OCO2	-5.6%	x	x	x	-0.04	1378	-1.7	1099	4.4%	-0.1%	x	x	x	1.32	-0.17	0.477	-0.14
Cc1ccc(C2=NN(C(=O)C3CCCO3)C(c3ccco3)C2)cc1 (stereo unspecified)	-0.2%	3.4	2.5	0.4	x	x	0.2	1523	21.7%	4.5%	0.6%	i	-10.2	2.06	-0.00606	0.859	-1.75
CC(C)c1ccc(NNC(=O)C2CCC2)cc1	6.5%	x	x	x	0.22	1408	-0.5	1032	0.0%	0.3%	x	x	x	0.302	0.136	-0.00527	-1.85
COC(=O)c1ccccc1NC(=O)CN1C(=O)CSC1=O	-1.3%	2.7	1.4	6.3	0.64	1119	-4.3	973	35.0%	0.8%	-2.6%	i	17.5	0.0891	-0.291	0.686	-0.323
Cc1cc(C)nc(NC2=NCC(=O)N2c2ccc(Cl)cc2)n1	5.1%	4.2	3.3	14.4	-3.4	543	-0.6	1041	-1.4%	0.1%	-1.4%	i	-1.9	0.146	-0.17	0.0416	0.188
Cc1ccc(C)c(NC(=O)CCC(=O)N/N=C/c2cc([N+](=O)[O-])ccc2O)c1	11.9%	3.5	1.7	7.2	-0.03	1384	-1.3	1028	19.7%	0.1%	-1.1%	i	0.5	-0.146	-0.366	-0.142	1.42
CC(=O)N=c1c(C#N)cc2c(=O)n3ccccc3nc2n1Cc1ccccc1	5.3%	3.1	2.0	3.0	0.05	1279	-3.9	514	7.8%	1.1%[50 µM]	-2.2%	i	13.1	-0.215	-0.278	-0.11	0.863
CCc1ccccc1NC(=O)CC1SCCNC1=O (stereo unspecified)	4.1%	3.8	2.2	5.7	x	x	-0.9	1113	-7.5%	-0.1%	-1.2%	i	20.9	-0.207	-0.311	-0.0195	0.18
CC(C(=O)NCc1ccco1)c1ccc([N+](=O)[O-])cc1 (stereo unspecified)	11.8%	9.0	2.0	7.8	0.07	1355	1.0	1530	10.2%	-0.1%	0.3%	i	-7.1	0.208	0.112	0.218	0.0204
CCOc1ccc(C(CC(=O)O)n2cnnn2)cc1 (stereo unspecified)	-6.9%	2.2	2.0	13.0	1.15	1014	0.3	1142	-6.6%	1.8%	6.8%	i	-11.7	0.91	-0.193	0.388	0.22
Cc1ccccc1Cn1c(=O)n(-c2ccccc2)c(=O)c2ccc(C(=O)NCc3ccco3)cc21	3.9%	2.9	2.5	8.9	0.53	1339	5.6	566	-13.1%	-1.8%	-1.5%	i	-0.4	-0.779	-0.235	0.301	0.805
O=C(CCCSc1nc2ccccc2s1)NC1=NCCS1	-1.3%	1.7	0.1	14.8	0.71	1379	1.6	1029	2.1%	-0.2%	-2.1%	i	-3.2	-0.496	-0.24	-0.133	-0.0455
COc1cc([C@H]2[C@@H]3CCCC[C@]3(O)CCN2CC(=O)Nc2ccc(C)cc2)ccc1O	-0.6%	5.2	2.9	9.1	-1.06	1111	-2.8	1048	-13.3%	1.8%	0.6%	i	24.3	-0.254	-0.285	0.177	0.272
O=C(NNC(=O)c1cc2cc3ccccc3nc2s1)c1ccc(F)cc1	-5.6%	2.9	1.8	5.9	x	x	x	x	-4.4%	0.5%	0.5%	i	-40.7	0.161	-0.00667	-0.531	-0.836
O=C(c1ccccc1)c1ccc(OC(=O)N2CCOCC2)cc1	12.7%	2.4	2.1	4.8	0.58	1078	2.1	690	-7.3%	-0.2%	-1.7%	i	-9.5	0.299	0.263	-0.0277	0.554
CC12CCC(C(=O)N(CCC#N)CCC#N)(CC1=O)C2(C)C (stereo unspecified)	7.6%	1.7	2.0	11.4	0.92	1193	-7.8	1223	-0.4%	8.0%	-2.8%	i	11.2	-0.846	-0.321	-0.163	0.435

Quoted at random: 2 entries already listed.
SMILES	M1AAP inhibition	MT stabilize HCS	MT stabilize HCS Hoechst-high %	MT stabilize HCS cytotoxicity %	Insulin prom up	Insulin prom up cell count	bCat nuc transl	bCat nuc transl cell count 5 µM	M17LAP inhibition	UTI89 phage lysis	CSM14.1 death rescue	Autophagy mod	Autophagy mod cell loss 18 h	Dynein cargo inh	Dynein cargo inh cytoplasmic EGFP	Dynein cargo inh nuclear GR-EGFP	Dynein cargo inh cell count
O=C(NNC(=O)c1cc2cc3ccccc3nc2s1)c1ccc(F)cc1	-5.6%	2.9	1.8	5.9	x	x	x	x	-4.4%	0.5%	0.5%	i	-40.7	0.161	-0.00667	-0.531	-0.836
CCc1ccccc1NC(=O)CC1SCCNC1=O (stereo unspecified)	4.1%	3.8	2.2	5.7	x	x	-0.9	1113	-7.5%	-0.1%	-1.2%	i	20.9	-0.207	-0.311	-0.0195	0.18
